OXTR potentiator: potentiates the human oxytocin receptor response | P30559 | CHO-OTR cells, Fluo-8 calcium fluorescence, potentiator mode; 0% = oxytocin EC15, 100% = EC100 | activation, % at 3 µM | 320,000 tested, 0.061% active;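 active means activation above that plate's cutoff, the mean activation of tested compounds plus 3 SD, cut at about 6.6% in these data, passing the limit was not always enough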;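 further: 100% uses oxytocin at 75 nM as the full agonist control; some results filed as inactive read as strong as hits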
Target sequence (P30559 whole entry, looked up): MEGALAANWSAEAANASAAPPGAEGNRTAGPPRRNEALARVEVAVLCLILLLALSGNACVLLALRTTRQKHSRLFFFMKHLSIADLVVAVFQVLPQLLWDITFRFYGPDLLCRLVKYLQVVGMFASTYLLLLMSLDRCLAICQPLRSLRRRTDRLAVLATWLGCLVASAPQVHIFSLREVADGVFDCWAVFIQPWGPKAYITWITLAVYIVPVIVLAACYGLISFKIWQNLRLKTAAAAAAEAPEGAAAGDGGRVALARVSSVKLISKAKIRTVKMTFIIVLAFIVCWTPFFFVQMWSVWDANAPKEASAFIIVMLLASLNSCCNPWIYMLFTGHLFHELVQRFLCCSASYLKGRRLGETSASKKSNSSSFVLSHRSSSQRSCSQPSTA
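assay system = CHO-OTR cells, human receptor | schedule = compound 6 min at room temperature before oxytocin, 100 s read | detection = Fluo-8 intracellular calcium fluorescence, ex 470-495, em 515-575 nm | evaluation = normalized max/min fluorescence ratio, % activation | control set = EC15 oxytocin alone as 0%, 75 nM oxytocin (EC100) as 100%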
PfM18AAP inh: blocks P. falciparum M18 aspartyl aminopeptidase. recombinant PfM18AAP, H-Glu-NHMec fluorogenic cleavage. inhibition, % at 7.35 µM. 290,000 tested, 1.2% active;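 active means inhibition above the campaign mean inhibition over all tested compounds plus 3 SD, cut at about 28% in these data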;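 further: 0% = plate median of test compound wells and 100% = 2 mM ZnCl2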
V1R ag counter: counter-screen for oxytocin receptor agonists: human V1a receptor agonists. AID 2797. P37288. 320,000 tested, 0.25% active. activation, % at 3 µM. CHO-V1R cells, Fluo-8 calcium fluorescence, agonist mode; 0% DMSO, 100% 3 nM vasopressin;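 active means activation above the mean activation of all tested compounds plus 3 SD, per screening run, cut at about 20% in these data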;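 further: signal is peak over basal fluorescence ratio across a 100 second FLIPR read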
NALP1 inh: inhibitors of NALP1 inflammasome in yeast; 280,000 tested, 0.61% active; inhibition, % at 10 µM; AID 2071; S. cerevisiae NALP1/ASC/caspase-1 growth, X-gal OD620, 72 h; in the data active means inhibition mostly above about 24%, no sharp cut-off; inactive means mostly below about 32%; further: some compounds called inactive have numbers as strong as hits
GalR3 antagonist: blocks the human galanin receptor 3; O60755; HEK293 GalR3-CNG cAMP membrane potential fluorescence; galR3 body fused to GalR1 C-terminus; inhibition, % at 3 µM; 360,000 tested, 0.44% active; AID 651719;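 active means inhibition above the screen-wide average plus 3 SD, cut at about 13% in these data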;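 further: forskolin and galanin both at EC90 stimulate the cells; cAMP rise reported by CNG channel membrane potential dye signal; 0% = forskolin plus galanin with DMSO and 100% = forskolin alone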
Target sequence (O60755 1-299 limits assumed): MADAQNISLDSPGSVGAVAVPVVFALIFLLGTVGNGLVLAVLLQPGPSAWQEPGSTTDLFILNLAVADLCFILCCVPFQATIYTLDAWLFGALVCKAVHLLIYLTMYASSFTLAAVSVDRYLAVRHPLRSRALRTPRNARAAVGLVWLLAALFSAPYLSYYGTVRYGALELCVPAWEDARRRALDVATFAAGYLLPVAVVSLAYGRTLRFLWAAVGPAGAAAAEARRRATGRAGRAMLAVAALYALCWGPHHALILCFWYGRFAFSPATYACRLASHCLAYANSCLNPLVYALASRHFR
MEKK2 mut-MEK5: signal of MEK5 binding to mutant human MEKK2 PB1 domain | bead flow cytometry, Alexa488-MEK5 binding to MEKK2 mutant | percent response, % at 10 µM | 290,000 tested, 0.35% active; in the data active means percent response above about 24%, passing the limit was not always enough; further: inactives centre near 1; some results filed as inactive read as strong as hits
MEKK2wt PB1 HTS: raises or lowers MEK5 binding to wildtype human MEKK2 PB1 domain | 290,000 tested, 1.1% active | binding response (% of control), % at 10 µM | bead flow cytometry, Alexa488-MEK5 binding to MEKK2 WT; actives lie on both sides; in the data active means binding response below about 67% or above about 130%
OXTR agonist: activates the human oxytocin receptor; CHO-OTR cells, Fluo-8 calcium fluorescence; normalized: DMSO 0%, oxytocin 100%; activation, % at 3 µM; 320,000 tested, 0.32% active; AID 2435;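 active means activation above the mean of all tested compounds plus 3 SD, cutoff set per screening run, cut at about 20% in these data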;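 further: peak over basal fluorescence ratio from a 100 s FLIPR kinetic read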
GPR7 antag: blocks human GPR7 receptor signaling | inhibition, % at 4.4 µM | 290,000 tested, 1.1% active | P48145 | AID 1861 | GPR7-expressing cells, fluorescence antagonist assay; in the data active means inhibition above about 16%, passing the limit was not always enough;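 further: cells stimulated with the agonist NPW; 0% = agonist with vehicle and 100% = vehicle without agonist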
Target sequence (P48145 whole entry, looked up): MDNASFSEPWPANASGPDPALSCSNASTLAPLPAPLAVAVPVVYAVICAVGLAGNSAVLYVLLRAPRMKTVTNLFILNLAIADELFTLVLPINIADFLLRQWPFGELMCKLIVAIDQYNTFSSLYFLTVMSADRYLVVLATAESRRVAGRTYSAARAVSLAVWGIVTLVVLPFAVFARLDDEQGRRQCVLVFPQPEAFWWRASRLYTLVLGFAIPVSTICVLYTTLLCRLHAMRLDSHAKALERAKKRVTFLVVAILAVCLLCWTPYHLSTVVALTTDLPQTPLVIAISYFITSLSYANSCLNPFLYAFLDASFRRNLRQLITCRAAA
* = called active by the depositor; nt = not tested or not shown; & = joins results of further samples; [ ] = remark or other dose. Compounds as they come (roughly 4.1% active in at least one column).

SMILES | OXTR potentiator | PfM18AAP inh | V1R ag counter | NALP1 inh | GalR3 antagonist | MEKK2 mut-MEK5 | MEKK2wt PB1 HTS | OXTR agonist | GPR7 antag
CCC(=O)Nc1ccc(NC(=O)c2ccc3c(c2)OCO3)cc1 | 3 | -6 | 1.3 | -3 | -2 | nt | nt | 2.3 | -3
c1ccc(-n2nnc3cnccc32)cc1 | 0 | 1 | 0.2 | 5 | -4 | 1 | 104 | 0.1 | -1
Cc1ccc(SCCC(=O)NCC2CCCO2)cc1 (configuration not stated) | -7 | -2 | 1.3 | 27 | 7 | -39 | 1.0*[inhibitor] | -0.6 | -3
CCOC(=O)c1cccc(NC2c3ccccc3C(=O)N2Cc2ccco2)c1 (configuration not stated) | -4 | 2 | 0.5 | 29 | nt | 11 | 99 | -1.7 | -16
O=C(CSc1nnc(CNc2ccc(F)cc2)n1-c1ccccc1)N1CCOCC1 | -5 | 3 | 0.1 | -2 | 0 | -3 | 95 | -0.2 | -9
COc1ccc(/C=N/n2c(C)nc3ccccc3c2=O)cc1 | -1 | 4 | -0.7 | 20 | -7 | 3 | 105 | -1.5 | -3
CCCn1nc(NC(=O)COC)c2cc3cc(C)ccc3nc21 | nt | -17 | nt | 30 | nt | -2 | 101 | nt | -6
O=C1CC[C@@H](C(=O)N2CSC[C@H]2C(=O)O)N1 | -5 | 6 | 0.8 | 6 | nt | 4&2 | 112&104 | -1.3 | -5
N#Cc1cc(O)c(-n2nnc3ccccc32)cc1C#N | -16 | 1 | 0.3 | 19 | -7 | -1 | 109 | -1.0 | -4
C/[N+]([O-])=C\C1C(=O)CCCC1=O | 3 | 5 | 3.0 | -4 | -3 | 13 | 107 | 1.7 | -5
CCCCS(=O)CC(COCc1ccccc1)OC(=O)CSc1nc(C)cc(C)n1 (configuration not stated) | -9 | -3 | 1.0 | 0 | -2 | 8 | 103 | -1.0 | -13
COc1ccc(/C=N\NC(=O)c2cc3c(ccc4ccccc43)o2)cc1O | nt | 6 | nt | -4 | -2 | -1 | 101 | nt | 12
COc1ccccc1C(=O)NCCC(=O)NCc1cccs1 | 0 | nt | -0.2 | nt | -4 | nt | nt | 0.1 | nt
CC(Oc1cccc(Cl)c1)C(=O)Nc1cc(=O)n(C)c(=O)n1C (configuration not stated) | -1 | -3 | 2.4 | 1 | 0 | -9 | 92 | 1.8 | 3
CC(C)(C)C(=O)NC(=S)Nc1cc(C(F)(F)F)ccc1N1CCOCC1 | -11 | 11 | -1.3 | -15 | -3 | -1 | 98 | -2.6 | -13
CCC1SC(CC)C(=O)N(CC(=O)Nc2ccc3c(c2)OCO3)C1=O (configuration not stated) | -15 | 3 | 2.1 | 28 | -2 | 0 | 102 | 2.1 | -2
CC1CCCN(S(=O)(=O)c2ccc(C(=O)Nc3nnc(-c4ccccc4Cl)o3)cc2)C1 (configuration not stated) | -6 | -8 | 0.4 | 25 | -1 | 2 | 99 | -0.8 | -11
COc1cc(CNc2nc3c(C)cc(C)cc3s2)ccc1O | -11 | 5 | 6.5 | 17 | -1 | 3 | 102 | 1.0 | 10
Cc1cc(=O)n2nc(N3CCCC(C(=O)NCc4ccco4)C3)sc2n1 (configuration not stated) | -26 | 2 | -0.3 | 2 | 3 | 5 | 98 | 0.1 | 5
Cc1ccc(Nc2nc(C)cc(C)c2C(N)=O)c(C)c1 | -14 | -4 | -0.7 | nt | -9 | 1 | 100 | -1.3 | -13
Cc1ccc(C2CCN(C(=S)Nc3cccc(C)c3)C2)cc1 (configuration not stated) | -3 | -7 | 0.8 | 2 | 4 | -5 | 85 | 0.1 | 2
Cc1[nH]c(C)c(S(=O)(=O)N(Cc2ccccc2)C(C)(C)C)c1C(=O)N1CCCC1 | -4 | 1 | 2.5 | 14 | -5 | -6 | 98 | 1.9 | 22
CCOc1ccc(C(=O)Nc2cccc3ncccc23)cc1Cl | -21 | 0 | 4.9 | 11 | -9 | 0 | 98 | 2.4 | 0
N=c1c(C(=O)NCCN2CCOCC2)cc2c(=O)n3ccccc3nc2n1Cc1ccc(F)cc1 | -9 | 3 | -0.3 | 0 | -3 | -3 | 98 | -1.4 | -8
CCN(CC(=O)Nc1c(F)cccc1F)C(=O)c1ccc(N2CCCCC2)c([N+](=O)[O-])c1 | -13 | 5 | 7.5 | 2 | -1 | 4 | 102 | 6.3 | -1
SMILES | OXTR potentiator | PfM18AAP inh | V1R ag counter | NALP1 inh | GalR3 antagonist | MEKK2 mut-MEK5 | MEKK2wt PB1 HTS | OXTR agonist | GPR7 antag
C/C(=N\NC(=O)Cc1ccc(F)cc1)c1ccc(F)cc1 | -2 | -1 | 2.5 | 16 | nt | 1 | 100 | 2.1 | -4
CCOc1ccccc1NC(=O)CSc1ccc(-c2sc(C)nc2C)nn1 | -16 | -2 | 5.7 | 7 | -3 | 7 | 105 | 4.1 | 0
CCCCCCCn1c(=N)n(CC(=O)c2ccco2)c2ccccc21 | -4 | -1 | 6.1 | 14 | -7 | 0 | 112 | 4.3 | 4
Cc1cccc(OCCNC(=O)c2ccc(Cl)c(S(=O)(=O)NCc3cccnc3)c2)c1 | -4 | nt | 2.7 | nt | 7 | nt | nt | -1.2 | nt
COc1cc(C2=NOC(C(=O)N3CCCc4ccccc43)C2)cc(OC)c1OC (configuration not stated) | -4 | -6 | 0.5 | 2 | -5 | 10 | 102 | 0.8 | -13
Cc1cccc(N2CCN(C(c3ccccc3)c3nnnn3C(C)(C)C)CC2)c1C (configuration not stated) | -18 | 2 | -0.4 | 11 | -3 | 3 | 102 | -0.4 | 5
COc1ccc(C(C)C)cc1S(=O)(=O)Nc1ccc(Cl)cn1 | 4 | -9 | -1.5 | 24 | -5 | 4 | 94 | -1.8 | -4
Cc1cc(C(=O)N2CCN(Cc3ccc4c(c3)OCO4)CC2)cs1 | -8 | -18 | 0.2 | 4 | -7 | 7 | 116 | -0.6 | 9
Cc1cc(C)c2c(CC(=O)NCCc3ccccc3)coc2c1 | 3 | 0 | -1.1 | -3 | -5 | 4 | 107 | -2.6 | -7
c1ccc2c(c1)ncn2Cc1nnc2sc(-c3ccncc3)nn12 | -1 | -5 | -0.1 | 18 | 0 | -13 | 90 | 1.4 | -5
CCCSc1n[nH]c(NC(C)=O)n1 | 3 | 2 | 0.5 | -6 | -4 | 14 | 104 | 0.1 | -7
Cc1cc(OCCCC(=O)N2CCCCC2)cc(C)c1Cl | -11 | 6 | -0.3 | 21* | 0 | 10 | 107 | -1.9 | 6
CC(=O)NS(=O)(=O)c1ccc(NC(=S)NC(=O)C(C)C)cc1 | -18 | -6 | 1.4 | -7 | 0 | -11 | 87 | -0.1 | -8
COc1ccc(C2C(CC(=O)O)=C(O)C(=O)N2c2ccccc2)cc1 (configuration not stated) | -16 | 3 | 0.1 | -10 | 0 | -6 | 90 | 0.7 | -1
Cc1nc(=O)c(-c2ccccc2)c(C)n1-c1ccc(Br)cc1 | -2 | 2 | -2.3 | -23 | -2 | 9 | 105 | -0.4 | -11
O=C(Cn1cc(C(F)(F)F)ccc1=O)NC1CCCC1 | 2 | nt | -0.4 | nt | -5 | nt | nt | 0.8 | nt
O=C(CSc1ncnc2ccccc12)NCCc1ccccc1 | -8 | -9 | 1.1 | 11 | 0 | -2 | 99 | 0.1 | -14
COc1ccc(OC)c(-c2cc(C(=O)Nc3ccc(F)cc3F)no2)c1 | -7 | -10 | 0.0 | 1 | -2 | -1 | 99 | -0.2 | 0
Cc1cccc(NC(=O)c2cc([N+](=O)[O-])ccc2NCC2CCCO2)n1 (configuration not stated) | -9 | 3 | -1.0 | 14 | -5 | -3 | 100 | -1.0 | -1
CCCCNc1c([N+](=O)[O-])c(=O)n(C)c2ccccc12 | -4 | -3 | 1.6 | 5 | 11 | -5 | 93 | 0.0 | -6
COc1cc(S(=O)(=O)Nc2ccc(C)cc2)ccc1N=Cc1c(C)c(C#N)c(=O)n(C)c1O | 1 | 1 | -0.1 | 8 | -6 | -4 | 99 | -0.7 | -4
NC(=O)CSc1nnc(-c2cccnc2)n1CCc1ccccc1 | -6 | 1 | 0.0 | -12 | -2 | 7 | 101 | 0.4 | -7
CC(=O)Nc1ccc(C(=O)NNC(=O)c2cccc(C)c2)cc1 | -2 | -2 | 1.5 | 13 | 1 | 8 | 104 | 0.1 | -6
Cc1cc2[nH]c(=O)c(=O)[nH]c2cc1S(=O)(=O)N1CCN(c2ccccc2)CC1 | -14 | 5 | 0.4 | 14 | -3 | -2 | 98 | 0.8 | 13
CCOC(=O)c1sc(-c2ccccc2)cc1NC(=O)c1ccc(S(=O)(=O)N(CCOC)CCOC)cc1 | -6 | 0 | 0.8 | 29 | 3 | -1 | 97 | 0.3 | -11

Reprinted from the part before: 3 compounds; new compounds follow.
SMILES | OXTR potentiator | PfM18AAP inh | V1R ag counter | NALP1 inh | GalR3 antagonist | MEKK2 mut-MEK5 | MEKK2wt PB1 HTS | OXTR agonist | GPR7 antag
CC(=O)Nc1ccc(C(=O)NNC(=O)c2cccc(C)c2)cc1 | -2 | -2 | 1.5 | 13 | 1 | 8 | 104 | 0.1 | -6
Cc1cc2[nH]c(=O)c(=O)[nH]c2cc1S(=O)(=O)N1CCN(c2ccccc2)CC1 | -14 | 5 | 0.4 | 14 | -3 | -2 | 98 | 0.8 | 13
CCOC(=O)c1sc(-c2ccccc2)cc1NC(=O)c1ccc(S(=O)(=O)N(CCOC)CCOC)cc1 | -6 | 0 | 0.8 | 29 | 3 | -1 | 97 | 0.3 | -11
C=CCN(CC=C)CCCOc1ccccc1C(=O)OC | -5 | -4 | 0.8 | 10 | -3 | -2 | 102 | -0.3 | -7
O=C(Nc1ccccn1)C1CCN(C(=O)Nc2ccccc2)CC1 | 0 | nt | 1.9 | nt | -1 | nt | nt | 0.1 | nt
Cn1c(=O)oc2cc(S(=O)(=O)Nc3ccc(F)cc3)ccc21 | -15 | -7 | 15 | 6 | -8 | 13 | 109 | 2.9 | 2
CCCCNC(=O)c1ccccc1NC(=O)c1ccccc1N(C)S(C)(=O)=O | -4 | -10 | -0.1 | 19 | -3 | 1 | 101 | 3.9 | -1
Cc1cc(=O)nc2c3ccccc3n(C(C)C(=O)Nc3c(F)c(F)c(F)c(F)c3F)n12 (configuration not stated) | 1 | -2 | -0.5 | -6 | 5 | -3 | 92 | -2.5 | 1
O=c1cc(O)c2sc(Nc3ccc(F)c(Cl)c3)nc2[nH]1 | -5 | 5 | 0.3 | 5 | -3 | -7 | 88 | 1.3 | -2
COc1cccc(NC(=O)c2ccccc2SC)c1 | 3 | -2 | -0.4 | 10 | 1 | -2 | 94 | 0.5 | -2
CC(=O)N1C(=O)C2(C(C#N)=C(N)Oc3n[nH]c(-c4ccccn4)c32)c2ccccc21 (configuration not stated) | -3 | 1 | 0.4 | 17 | -11 | nt | nt | 0.1 | -5
O=C(c1cccs1)N1CCN(S(=O)(=O)c2cccs2)CC1 | -5 | -1 | 0.6 | -12 | 0 | -9 | 87 | 0.4 | -15
COc1cc(NC(=O)CCS(=O)(=O)c2ccc3c(c2)oc(=O)n3C)cc(OC)c1 | -6 | 1 | 0.4 | -16 | 6 | 2 | 100 | 0.0 | 2
CC1C/C(=N/N2C(=O)CSC2=S)CC(C)(C)C1 (configuration not stated) | -4 | 38* | -0.1 | -12 | 5 | -6 | 98 | -0.2 | -3
